Source: PubChem BioAssay
GPR55 antagonists – GPR55 antagonists blocking LPI-driven arrestin recruitment, primary screen, imaging, U2OS, beta-arrestin-GFP, LPI agonist (AID 2013); hit rate 0.13% among 290,000; U2OS GPR55 beta-arrestin-GFP translocation imaging, LPI antagonism; higher % means a stronger effect; inhibition, % at 10 µM, or IC50 in µM where a hit was titrated;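 active = spots per cell inhibited over 60%, with over 100 cells counted and total cytoplasm intensity under 500,000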;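 note: U2OS cells stably carrying GPR55 and arrestin-GFP stimulated by 5 µM LPI near EC80; imaged beta-arrestin-GFP aggregate spots per cell after agonist stimulation; plate controls were LPI-stimulated DMSO wells for no effect and DMSO wells without LPI for full effect; some results filed as inactive read as strong as hits; confirmed hits need IC50 under 10 µM and bright autofluorescent wells are also inconclusive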
GPR55 activation – selective activators of receptor GPR55 – imaging, U2OS cells, beta-arrestin-GFP redistribution, primary screen (AID 1961); U2OS GPR55 beta-arrestin-GFP redistribution imaging; higher % means a stronger effect; activation, % at 10 µM, or EC50 in µM where a hit was titrated; hit rate 0.048% among 290,000;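 active = activation above 40% with more than 50 cells counted in the well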;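 note: U2OS osteosarcoma cells stably expressing GPR55 and beta-arrestin-GFP; plate controls were DMSO negative control for no effect and LPI positive control for full effect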
NOD1 NF-kB reporter – NOD1 signaling inhibitors, primary screen, cell-based, luminescence, uHTS (AID 1578); NOD1-driven NF-kB luciferase reporter cells, luminescence; higher % means a stronger effect; inhibition, % at 4 µM; hits with a dose series show EC50 in µM; hit rate 1% among 290,000; in the data active = inhibition mostly above about 36%, no sharp cut-off; inactive = mostly below about 34%;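 note: HEK-293T reporter cells stimulated with the NOD1 agonist gamma-tri-DAP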
KOR beta-arrestin-1 – KOR antagonists, beta-arrestin recruitment, cell-based, luminescence, uHTS (AID 1778); inhibition, % at 10 µM; hits with a dose series show IC50 in µM; hit rate 0.091% among 290,000; KOR beta-arrestin recruitment, luminescence, antagonist mode; higher % means a stronger effect; in the data active = inhibition above about 50%; note: strong numbers were not always called active
Siah-1 displacement – Siah-1 peptide-binding antagonists, primary screen, biochemical, fluorescence polarization, rhodamine-plectin, uHTS (AID 1817) | hit rate 0.02% among 290,000 | Siah-1 / rhodamine-plectin peptide fluorescence polarization; higher % means a stronger effect | displacement, % at 20 µM, or IC50 in µM where a hit was titrated;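 active = displacement of at least 50% at 20 µM, with a fluorescence ratio check between 0.3 and a set limit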;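 note: plate controls were Siah plus tracer with DMSO for no effect and tracer alone without Siah for full effect; strong numbers were not always called active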
GPR35 arrestin U2OS – GPR35 antagonists blocking zaprinast-driven arrestin recruitment, primary screen, imaging, U2OS, beta-arrestin-GFP, zaprinast agonist (AID 2058). inhibition, % at 10 µM; hits with a dose series show IC50 in µM. hit rate 0.052% among 290,000. U2OS GPR35 beta-arrestin-GFP translocation imaging, zaprinast antagonism; higher % means a stronger effect;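 active = inhibition of at least 50% with at least 30 cells and total cytoplasm GFP at most 10,000,000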
HIV fusion peptide – cell-free HIV fusion peptide-binding blockers – biochemical, uHTS, fluorescence dequenching, primary screen (AID 1986); cell-free peptide binding, fluorescence dequenching, 30 min; higher % means a stronger effect; inhibition, % at 20 µM; hits with a dose series show IC50 in µM; hit rate 0.3% among 290,000; in the data active = inhibition mostly above about 52%, no sharp cut-off; inactive = mostly below about 76%; note: some results filed as inactive read as strong as hits
AID2073 – inhibitors of Mint1-CaV2.2 protein interaction, biochemical, HTRF (AID 2073); HTRF protein-protein interaction, Mint1-CaV2.2; higher % means a stronger effect; one-dose inhibition, % at 20 µM; IC50 in µM for titrated hits; hit rate 0.19% among 290,000; in the data active = inhibition mostly above about 51%, no sharp cut-off; note: some results filed as inactive read as strong as hits
KOR beta-arrestin-2 – kappa opioid receptor activators – cell-based, luminescence, uHTS, primary screen (AID 1777) | hit rate 0.02% among 280,000 | activation, % at 10 µM, or EC50 in µM where a hit was titrated | KOR beta-arrestin recruitment, luminescence; higher % means a stronger effect; in the data active = activation above about 50%, passing the limit was not always enough; note: a part of the inactive calls stands beside numbers as strong as those of hits
Active calls of the source: *; . = not tested or not shown; [ ] = dose if it differs, or a comment.

Structure	KOR beta-arrestin-2	Siah-1 displacement	HIV fusion peptide	GPR55 activation	GPR35 arrestin U2OS	AID2073	KOR beta-arrestin-1	NOD1 NF-kB reporter	GPR55 antagonists
O=C(NCCCO)/C(=C\c1ccco1)NC(=O)c1ccco1	1.9%	-7%	-2.4%	-0.2%	8%	-3%	17%	-10%	9%
O=C(Nc1ccc2c(c1)CCC2)c1cc2ccccc2o1	-3.4%	0%	4.1%	-0.1%	-8%	4%	-6%	-67%	9%
CC(C)OC(=O)CC1=NC(=O)CS1	10%	-4%	-0.9%	-0.2%	-13%	-4%	7%	-6%	4%
COCC1CCN(Cc2nc(-c3ccc4c(c3)OCO4)no2)C1 (configuration not stated)	.	5%	1.0%	0.5%	-1%	4%	-12%[20 µM]	-38%	-2%
COc1ccc(C(=O)NCC(=O)OCC(=O)NC(=O)NC2CCCCC2)cc1OC	3.6%	-3%	3.2%	-0.1%	-6%	-1%	6%	-20%	1%
O=C(NC(=S)Nc1ccccc1F)c1ccc(Br)o1	-6.7%	-6%	-1.4%	0.2%	-16%	-7%	14%	-38%	-7%
O=C(C1CN(S(=O)(=O)c2ccccc2)CCN1S(=O)(=O)c1ccccc1)N1CCCCCC1 (configuration not stated)	0.4%	-1%	-0.5%	-0.2%	-1%	-3%	-42%	-2%	-31%
COc1cc(C(=O)NC2CCN(CC(=O)NC3CCCCC3C)CC2)cc(OC)c1OC (configuration not stated)	2.0%	2%	-1.2%	-0.2%	-10%	5%	-16%	1%	5%
Cc1ccc(S(=O)(=O)Nc2c(C(=O)O)[nH]c3ccccc23)cc1C	-2.6%	8%	12%	-0.1%	-16%	1%	-9%	-24%	9%
CCCC1(C)SC(NC(C)=O)=NN1C(C)=O (configuration not stated)	2.2%	2%	-1.0%	0.6%	-15%	1%	-36%	-22%	-9%
CC(C)(C)OC(=O)N1CCC(c2c(C(=O)N3CCN(C(=O)c4ccco4)CC3)cnn2-c2cccc(Cl)c2)CC1	-2.0%	-4%	-0.9%	-0.1%	14%	8%	-1%	5%	2%
CC(=O)OCC1O[C@@H](O[C@@H]2C[C@H]3C(C)(C)[C@H](OC(C)=O)CC[C@]3(C)[C@H]3CC[C@]45C[C@]4(CC[C@H]5[C@@H](C)C[C@@H](O)[C@H](O)C(C)(C)O)[C@@]32C)[C@H](O)[C@@H](O)[C@@H]1O (some centres not stated)	23%	23%	1.9%	-0.2%	-17%	5%	-164%	36%	10%
C=CCNc1nc(NCCN2CCOCC2)nc(N2CCOCC2)n1	-4.2%	2%	-1.5%	0.6%	-7%	5%	-8%	-7%	7%
CC(C)C(C(=O)NCC1CCCO1)N(C(=O)CNS(=O)(=O)c1ccccc1)C1CCCCC1 (configuration not stated)	-0.3%	0%	-1.7%	-0.1%	25%	-5%	-23%	-7%	9%
Cc1cc2cc(CNC(=O)Cc3ccc([N+](=O)[O-])cc3)ccc2n1C	-0.8%	4%	2.7%	0.4%	2%	-1%	-6%	-41%	-1%
COc1cnc(-c2ccccn2)nc1Oc1ccc(Cl)c2ccccc12	3.2%	0%	-3.3%	-0.2%	-13%	-8%	-25%	30%	20%
CCOc1ccccc1CN1CCN(C2CCC2)CC1CCO (configuration not stated)	6.9%	-1%	1.1%	1.1%	-9%	11%	-20%[20 µM]	-11%	14%
Cc1nc2nc(SCC(=O)N3CCOCC3)nn2c(C)c1Cc1ccccc1	2.0%	0%	0.3%	-0.2%	10%	16%	5%	-12%	22%
Cc1cccc(/C=N/NC(=O)c2ccc3c(c2)OCCO3)c1O	4.6%	-2%	-0.7%	0.3%	3%	8%	-34%	-25%	9%
Cc1ccc(C)c(S(=O)(=O)N2CCCOC2CNC(=O)C(=O)NCCN2CCOCC2)c1 (configuration not stated)	4.0%	-3%	-0.1%	0.4%	9%	4%	-18%	4%	-27%
Cc1cccc(-n2nnc(C(=O)Nc3ccc(F)cc3)c2N)c1	0.8%	1%	0.6%	0.3%	6%	10%	-13%	-38%	-7%
O=C(CS(=O)(=O)c1cn(Cc2cccc(F)c2)c2ccccc12)N1CCOCC1	0.3%	-5%	4.9%	-0.1%	-4%	-6%	32%	15%	10%
N#Cc1nc(-c2ccccc2Cl)oc1N1CCN(C(=O)c2ccco2)CC1	-0.5%	4%	1.1%	-0.1%	-6%	22%	7%	-37%	5%
CC(=O)C1=C(C)OC(N)=C(C#N)C1c1cc([N+](=O)[O-])ccc1Cl (configuration not stated)	2.4%	1%	-1.8%	0.2%	-8%	-18%	4%	19%	-5%
Oc1nc(-c2ccc(Cl)cc2)n2ccncc12	-2.8%	1%	-1.5%	0.2%	4%	9%	12%[20 µM]	-22%	-4%
CNS(=O)(=O)c1cccc(C(=O)Nc2cccc(Cl)c2)c1	-2.6%	-2%	1.0%	0.0%	2%	-1%	-12%	-20%	2%
COc1cc(C2CC(=O)N3CN(c4ccccc4C)CSC3=C2C#N)cc(OC)c1OC (configuration not stated)	-5.4%	-5%	-0.8%	0.2%	-16%	91%	-23%	2%	-2%
COc1ccc(-c2nnc3n2N=C(c2cccc(Br)c2)CS3)cc1OC	-0.9%	-3%	-1.2%	-0.4%	13%	28%	-6%	-19%	-4%
O=C(Nc1ccc(NC(=O)C2CC2)nc1)c1ccco1	-1.1%	2%	-1.0%	-0.1%	-6%	-1%	-2%	-42%	-4%
C=CCc1cccc(/C=N/NC(=O)CCCNc2ccc(C)cc2)c1O	-1.4%	3%	-0.8%	-0.1%	-14%	-1%	5%	50%	-3%
CCOc1ccc(NC(=O)N(C2CCCCC2)C(C)c2cccnc2)cc1 (configuration not stated)	-0.7%	-5%	-2.2%	-0.2%	-14%	-2%	32%	6%	15%
COc1ccc(C(CC(=O)Nc2cc(C)ccn2)N2Cc3ccccc3C2=O)cc1 (configuration not stated)	-6.7%	2%	-0.7%	-0.3%	-4%	36%	-8%	-12%	-2%
CCOc1ccc(CCNC(=O)c2nnc(Cc3ccc(F)cc3)o2)cc1OCC	-0.3%	-6%	3.5%	-0.2%	2%	-1%	-8%	-25%	-6%
FC(F)(F)c1cccc(Cn2nnnc2-c2cccc(C(F)(F)F)c2)c1	4.2%	2%	1.6%	-0.1%	1%	0%	5%	21%	16%
COc1cccc(CC2(CO)CCN(Cc3ccc(NC(C)=O)cc3)CC2)c1	.	-6%	1.2%	0.2%	0%	1%	31%[20 µM]	-8%	5%
COc1ccccc1-c1cc(N)n[nH]1	-6.8%	1%	12%	-0.1%	11%	6%	28%	-5%	5%
C=CCSc1nnc(NC(=O)CSc2ccccn2)s1	-5.0%	2%	-0.3%	-0.4%	-23%	5%	18%	-5%	12%
CCOc1ccc(NC(=O)c2cccnc2C(=O)O)cc1	4.3%	5%	-1.3%	0.0%	-5%	-11%	-8%	-32%	4%
Cc1cccc(CCNS(=O)(=O)c2ccc(S(=O)(=O)NC3CCCC3)cc2)c1	-2.7%	2%	1.3%	0.2%	2%	14%	6%	32%	-14%
CC1=C(C(=O)N2CCOCC2)C(c2ccc(Br)cc2)NC(=S)N1c1ccccc1 (configuration not stated)	0.1%	-1%	-0.3%	-0.5%	-11%	0%	12%	-21%	-8%
Cc1cc(=O)oc2cc(OCC(=O)NCC3CCC(C(=O)O)CC3)ccc12 (configuration not stated)	-0.2%	-3%	-1.1%	0.4%	8%	10%	-35%[20 µM]	-30%	-6%
c1ccc(Cn2nnnc2C(c2cccnc2)N2CCN(C3CCCCC3)CC2)cc1 (configuration not stated)	-4.7%	-2%	-1.1%	0.2%	-11%	5%	-31%	-5%	-5%
Cc1ccnc(-n2c(C)cc(/C=N/NC(=O)COc3cccc4cccnc34)c2C)c1	-2.6%	10%	-1.2%	-0.3%	-8%	6%	34%	-3%	-2%
CCOc1ccc(-c2nnn(CC(=O)N3CCN(c4ccc(F)cc4)CC3)n2)cc1OCC	-1.1%	1%	1.1%	-0.2%	-2%	-1%	39%	-31%	-4%
Cc1cccc(NC(=O)CSCC(=O)Nc2cc(S(=O)(=O)N3CCOCC3)ccc2N2CCCC2)c1	0.2%	5%	1.7%	-0.1%	6%	1%	-23%	-7%	6%
Cc1ccc(NC2CCCN(C(=O)C3CCCC3)C2)cc1C (configuration not stated)	7.2%	-2%	0.4%	0.3%	-6%	-2%	-28%	-18%	6%
O=c1nc2n(c3ncccc13)CCCCC2	-0.9%	3%	-0.1%	0.2%	10%	-6%	27%	-22%	11%

Not all compounds are listed; the hit share may differ from the screen's.
